CYP2C9 activ – CYP2C9 (human) activation. AID 1024. actives 1.4% (n = 96,000). activation factor at 5 µM. recombinant CYP2C9, luciferin-H conversion, luminescence; hits give high values; factor 1 = untreated enzyme, 0 = blocked. P11712;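 active = activation factor of 2 or more for CYP2C9 at a 5 µM dose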;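 also: 0 = sulfaphenazole-blocked wells and 1 = vehicle-only wells; values of inactives mirror those of a sister screen read the other way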
PTK2B oligo ant – blocks oligomerization of human Pyk2 in cells | Q14289 | Q293 cells, Pyk2 FERM NanoBiT luminescence; hits give low values | z-score (the deposit names both 25 µM and 10 µM) | actives 0.83% (n = 99,000);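 active = Z-score of -3 or lower, scaled per plate to the spread of control and sample wells; inactive = z-score above -3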;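 also: negative z-score means lost luminescence so less FERM oligomerization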
Target sequence (Q14289 whole entry, looked up): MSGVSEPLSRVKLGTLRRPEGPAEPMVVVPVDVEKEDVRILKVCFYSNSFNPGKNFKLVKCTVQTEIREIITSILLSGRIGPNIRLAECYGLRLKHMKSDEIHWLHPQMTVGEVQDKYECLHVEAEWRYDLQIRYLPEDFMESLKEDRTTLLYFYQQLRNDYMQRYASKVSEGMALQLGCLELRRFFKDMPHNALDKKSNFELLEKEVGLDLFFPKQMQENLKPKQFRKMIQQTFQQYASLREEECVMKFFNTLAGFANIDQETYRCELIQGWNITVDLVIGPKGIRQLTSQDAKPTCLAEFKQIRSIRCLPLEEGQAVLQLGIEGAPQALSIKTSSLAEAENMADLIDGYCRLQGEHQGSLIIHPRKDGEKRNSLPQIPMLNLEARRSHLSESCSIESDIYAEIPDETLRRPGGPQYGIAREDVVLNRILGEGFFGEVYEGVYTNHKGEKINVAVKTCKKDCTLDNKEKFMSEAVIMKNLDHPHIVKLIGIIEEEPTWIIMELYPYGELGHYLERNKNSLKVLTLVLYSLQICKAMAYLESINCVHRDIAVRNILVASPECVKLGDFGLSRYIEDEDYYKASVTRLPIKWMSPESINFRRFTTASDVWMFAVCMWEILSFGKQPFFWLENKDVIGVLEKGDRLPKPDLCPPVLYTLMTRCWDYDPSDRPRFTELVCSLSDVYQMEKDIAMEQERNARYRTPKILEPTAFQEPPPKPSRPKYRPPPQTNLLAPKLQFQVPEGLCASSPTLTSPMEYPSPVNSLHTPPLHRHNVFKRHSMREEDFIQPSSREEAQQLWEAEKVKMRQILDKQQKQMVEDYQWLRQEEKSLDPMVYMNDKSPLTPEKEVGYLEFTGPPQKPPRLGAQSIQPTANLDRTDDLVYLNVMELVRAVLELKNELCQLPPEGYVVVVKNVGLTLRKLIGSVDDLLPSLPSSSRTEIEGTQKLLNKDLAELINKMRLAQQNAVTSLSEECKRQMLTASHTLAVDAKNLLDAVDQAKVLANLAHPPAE
PTPN22 act – activators of human LYP (PTPN22) phosphatase. Q9Y2R2. recombinant LYP, DiFMUP fluorescence; 0 = plate median, 100 = signal doubled. activation, % at 2 µM. actives 0.11% (n = 96,000). AID 697;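 active = activation at 2 µM above a set limit, the mean plus 5 SD, cut at about 37% in these data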
E coli WT exp – growth inhibitors of E. coli BW25113 wild type; growth inhibition, % at 100 µM; OD600 absorbance; actives 0.15% (n = 98,000);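 active = growth inhibition above about 50% at one test dose, limit read from the data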;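 also: growth measured after 20 h incubation at 37 °C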
PTPN22 inh 2 – LYP (human) phosphatase inhibition | Q9Y2R2 | recombinant LYP catalytic domain, DiFMUP fluorescence | inhibition, % at 2 µM | actives 0.21% (n = 96,000) | AID 640;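 active = inhibition at 2 µM at or above a set limit, the screen mean plus 3 SD, cut at about 24% in these data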;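 also: 0% = DMSO with enzyme and 100% = enzyme fully blocked by orthovanadate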
PostGolgi ctrl – yeast control strain growth, post-Golgi counter-screen. efflux-deficient yeast background strain, growth absorbance A615, 16 h. inhibition, % at 10 µM. actives 5% (n = 98,000)
PostGolgi yeast – growth inhibition of a yeast mutant, post-Golgi transport screen | post-Golgi transport phenotypic cell assay | inhibition, % at 10 µM | actives 0.9% (n = 98,000);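 also: yeast cells grown in 1536-well plates; yeast grown about 18 h at 30C before absorbance read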
hDAT+cocaine – changed human dopamine transporter uptake under cocaine IC80; actives 1.3% (n = 110,000); B-score at 10 µM; Q01959; LLC-PK1 hDAT cells, [14C]-dopamine uptake with cocaine IC80; actives deviate in either direction;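 active = Z score or B-score, a plate-position-corrected score, falls beyond the plate's 99.7% confidence bounds, in either direction; inactive = both scores lie inside the 99.7% bounds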;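 also: scored against the spread of the other compound wells on the same plate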
CYP2C9 inh – blocks human cytochrome P450 2C9 | AID 777 | P11712 | actives 20% (n = 96,000) | inhibition, % at 5 µM | CYP2C9 Supersomes, luciferin-H conversion, luminescence;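 active = blocking of liver enzyme CYP2C9 beyond about 50% at 5 µM, limit read from the data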; also: values of inactives mirror those of a sister screen read the other way
Active calls of the source: *; . = not tested or not shown. Rule as the data show it, unless noted: active = inhibition above about 30%; inactive = the rest.

entry	canonical_smiles	CYP2C9 activ	PTK2B oligo ant	PTPN22 act	E coli WT exp	PTPN22 inh 2	PostGolgi ctrl	PostGolgi yeast	hDAT+cocaine	CYP2C9 inh
1	Cc1ccccc1C(=O)N1CCC(C(=O)Nc2ccc3c(c2)OCCO3)CC1	1.2	0.02	4	-2	-2	2	-2	-0.047	-21
2	O=C(Nc1cccc(F)c1)C1CC(=O)N(c2ccc(Cl)cc2)C1 (centres undefined)	0.3	0.75	2	3	-6	10	-3	0.52	71*
3	Cc1oc(-c2ccc(Cl)cc2)nc1CS(=O)CC(=O)NCc1cccs1 (centres undefined)	0.6	.	-4	0	2	12	0	0.77	40
4	NC(=O)c1sc2nc3c(c(-c4ccccc4)c2c1N)CCC3	.	-0.47	-12	.	14	.	.	0.016	.
5	O=C(O)c1cccc(N2C(=O)C3CC=CCC3C2=O)c1 (centres undefined)	.	-0.27	1	.	-2	.	.	1	.
6	CC(C)(C)c1ccccc1OCC(=O)NCCC(=O)O	1	-0.97	1	3	0	2	-5	-0.68	3
7	C/C(=N/NC(N)=S)c1ccccc1[N+](=O)[O-]	1	0.76	2	3	0	4	-1	0.48	-3
8	CCOc1cc2[nH]c(=S)n(CCc3ccc(OC)c(OC)c3)c(=O)c2cc1OCC	0.8	-0.05	6	-9	-8	3	-6	0.96	19
9	Cc1ccc(OCCC(=O)OCC(=O)N2c3ccccc3CC2C)cc1 (centres undefined)	1.5	2.5	.	-3	.	-4	15	0.95	-49
10	Cc1cc(=O)n2nc(N3CCC(C(=O)NCc4cccnc4)CC3)sc2n1	0.9	1.2	.	-9	.	-2	3	.	6
11	CCc1c(C)nc(N)nc1OCC(F)(F)C(F)F	0.7	0.44	-2	22	0	8	1	0.031	26
12	C/C(=C\C(=O)c1ccc(Br)cc1)NCc1ccc2c(c1)OCO2	0.9	-0.14	-7	-6	11	20	7	0.62	7
13	Clc1ccccc1Cn1nnc2c(NCC3CC3)ncnc21	3.4*	-0.7	-2	-5	1	8	21	-0.28	-239
14	Cc1ccc(SCC(=O)NC(=O)NCc2ccco2)cc1C	0.5	.	-3	-4	6	12	5	-0.93	46
15	CC(C)C(NS(=O)(=O)c1ccc2c(c1)oc(=O)n2C)C(=O)N1CCN(Cc2ccccc2)CC1 (centres undefined)	0.9	.	-4	-12	4	6	-3	-1	13
16	CC(C)COC(=O)C1[C@H]2C(=O)N(Cc3cccs3)C[C@]23C=C[C@H]1O3 (some centres undefined)	1	0.23	6	6	-10	7	-9	-0.95	-3
17	Cc1nc2ncnn2c(N2CCN(c3cccc(C(F)(F)F)c3)CC2)c1C	0.6	0.08	2	7	-5	19	2	0.69	44
18	O=C1C=C(O)CC(c2ccco2)C1 (centres undefined)	.	-0.49	2	-1	-4	2	6	-0.98	.
19	CC(c1cccs1)N(C(=O)Nc1ccccc1)C1CCCCC1 (centres undefined)	0.5	-0.44	-8	1	10	27	1	-0.21	47
20	COc1ccc2c(C)c(Cl)c(=O)oc2c1	0.7	-0.54	10	6	-11	3	1	-1.6	26
21	CCNC(=O)c1ccccc1NC(=O)c1cccc(S(=O)(=O)N2CCC(C)CC2)c1	0.3	-2.9	4	-8	0	23	-4	0.71	68*
22	CCOc1ccc(-c2noc(CCCC(N)=O)n2)cc1OC	0.9	0.1	-4	8	4	4	-6	-0.73	14
23	Nc1ccc(-c2cnc(-c3ccc(N)cc3)nc2)cc1	1	1.1	6	-4	-5	7	1	0.0033	0
24	CCC/C(O)=C1\C(=O)CC(C)(C)CC1=NCCO	1.3	0.43	.	-4	.	3	3	1.4	-33
25	Cc1oc2cc(OC(C)C(=O)O)ccc2c(=O)c1Oc1ccccc1 (centres undefined)	1	-0.33	10	-2	-10	-1	-2	0.43	-1
26	CCCc1cc(=O)n2[nH]c(C)c(-c3ccccc3)c2n1	0.8	1.4	.	-4	.	-4	-4	0.81	16
27	C=CCn1c(Cc2ccc(OC)cc2)nnc1SCC(N)=O	1.6	-0.63	-4	5	2	19	3	-0.16	-65
28	O=C(CSc1nnc(-c2ccncc2)n1Cc1ccco1)Nc1nccs1	.	-0.14	-1	.	0	.	.	0.38	.
29	Cc1ccc2c(c1)NC(=O)C(CC(=O)Nc1ccc(CN3CCC(C)CC3)cc1)O2 (centres undefined)	0.8	.	0	-6	-1	13	0	0.5	17
30	Cc1c(NC(=O)C2CCCNC2=O)c(=O)n(-c2ccccc2)n1C (centres undefined)	0.9	0.63	5	0	-2	3	-8	-1.7	11

An excerpt from above in order of SMILES length, ascending:
entry	canonical_smiles	CYP2C9 activ	PTK2B oligo ant	PTPN22 act	E coli WT exp	PTPN22 inh 2	PostGolgi ctrl	PostGolgi yeast	hDAT+cocaine	CYP2C9 inh
18	O=C1C=C(O)CC(c2ccco2)C1 (centres undefined)	.	-0.49	2	-1	-4	2	6	-0.98	.
11	CCc1c(C)nc(N)nc1OCC(F)(F)C(F)F	0.7	0.44	-2	22	0	8	1	0.031	26
6	CC(C)(C)c1ccccc1OCC(=O)NCCC(=O)O	1	-0.97	1	3	0	2	-5	-0.68	3
24	CCC/C(O)=C1\C(=O)CC(C)(C)CC1=NCCO	1.3	0.43	.	-4	.	3	3	1.4	-33
23	Nc1ccc(-c2cnc(-c3ccc(N)cc3)nc2)cc1	1	1.1	6	-4	-5	7	1	0.0033	0
7	C/C(=N/NC(N)=S)c1ccccc1[N+](=O)[O-]	1	0.76	2	3	0	4	-1	0.48	-3
5	O=C(O)c1cccc(N2C(=O)C3CC=CCC3C2=O)c1 (centres undefined)	.	-0.27	1	.	-2	.	.	1	.
26	CCCc1cc(=O)n2[nH]c(C)c(-c3ccccc3)c2n1	0.8	1.4	.	-4	.	-4	-4	0.81	16
9	Cc1ccc(OCCC(=O)OCC(=O)N2c3ccccc3CC2C)cc1 (centres undefined)	1.5	2.5	.	-3	.	-4	15	0.95	-49
28	O=C(CSc1nnc(-c2ccncc2)n1Cc1ccco1)Nc1nccs1	.	-0.14	-1	.	0	.	.	0.38	.
2	O=C(Nc1cccc(F)c1)C1CC(=O)N(c2ccc(Cl)cc2)C1 (centres undefined)	0.3	0.75	2	3	-6	10	-3	0.52	71*
3	Cc1oc(-c2ccc(Cl)cc2)nc1CS(=O)CC(=O)NCc1cccs1 (centres undefined)	0.6	.	-4	0	2	12	0	0.77	40
17	Cc1nc2ncnn2c(N2CCN(c3cccc(C(F)(F)F)c3)CC2)c1C	0.6	0.08	2	7	-5	19	2	0.69	44
1	Cc1ccccc1C(=O)N1CCC(C(=O)Nc2ccc3c(c2)OCCO3)CC1	1.2	0.02	4	-2	-2	2	-2	-0.047	-21
8	CCOc1cc2[nH]c(=S)n(CCc3ccc(OC)c(OC)c3)c(=O)c2cc1OCC	0.8	-0.05	6	-9	-8	3	-6	0.96	19
29	Cc1ccc2c(c1)NC(=O)C(CC(=O)Nc1ccc(CN3CCC(C)CC3)cc1)O2 (centres undefined)	0.8	.	0	-6	-1	13	0	0.5	17
16	CC(C)COC(=O)C1[C@H]2C(=O)N(Cc3cccs3)C[C@]23C=C[C@H]1O3 (some centres undefined)	1	0.23	6	6	-10	7	-9	-0.95	-3
15	CC(C)C(NS(=O)(=O)c1ccc2c(c1)oc(=O)n2C)C(=O)N1CCN(Cc2ccccc2)CC1 (centres undefined)	0.9	.	-4	-12	4	6	-3	-1	13

Going on with the list.
entry	canonical_smiles	CYP2C9 activ	PTK2B oligo ant	PTPN22 act	E coli WT exp	PTPN22 inh 2	PostGolgi ctrl	PostGolgi yeast	hDAT+cocaine	CYP2C9 inh
31	CCOC(=O)c1cccc(NC(=O)CCNS(=O)(=O)c2ccc3c(c2)CCN3C(=O)CC)c1	0.6	0.48	6	-15	-9	2	-2	-0.59	37
32	NC(=O)CSc1c[nH]c2ccccc12	.	0.72	7	2	-3	-1	3	-0.8	.
33	O=C(CNC(=O)C1CCCCC1)NC1=NCCS1	0.9	0.43	-10	7	10	-2	-3	-0.044	10
34	Cn1c(COc2ccc3ccccc3c2)nnc1SCC(=O)OC1CCCCC1	.	0.38	0	.	0	.	.	-1.1	.
35	CCOc1ccccc1-n1c(SCC(=O)N2CCCC2)nnc1-c1ccc(O)cc1	1	-0.93	-5	10	6	16	-5	-0.22	3
36	COC(=O)CCC(=O)c1oc2ccc(OC)cc2c1N	0.9	0.26	-5	-15	6	2	8	1.8	8
37	COC(=O)c1ccc(-c2ccc(C(=O)N3CCCN(C)CC3)cc2)cc1	1.3	.	.	-4	.	11	-10	0.94	-26
38	O=C(Nc1ccccc1C(=O)N1CCOCC1)c1cccnc1	1.2	0.14	6	4	-2	12	12	0.072	-17
39	O=C1NC(=S)SC1=C1CCCCCC1	0.8	-0.03	-8	-1	8	64*	8	-0.43	20
40	O=C1CC(c2ccccc2)N1c1ccccc1 (centres undefined)	0.8	-1.1	-3	8	5	3	2	-0.8	15
41	Cc1ccc(S(=O)(=O)CNC(=O)c2ccccc2)cc1	0.9	0.68	-10	-2	8	8	20	.	6
42	OCCNc1nc(N2CCN(Cc3ccccc3)CC2)nc2ccccc12	0.5	0.75	-3	-5	1	7	2	-1.4	54*
43	CC1CN(C(=O)c2ccccc2C(=O)c2ncc[nH]2)CC(C)O1 (centres undefined)	1.2	-0.38	-11	11	12	-7	12	-0.8	-19
44	CC(=O)c1cccc(S(=O)(=O)N(Cc2cc3cc4c(cc3[nH]c2=O)OCCO4)CC2CCCO2)c1 (centres undefined)	0.7	-0.13	2	-9	-2	6	4	-0.11	30
45	O=C(CCCN1C(=O)c2ccccc2C1=O)Nc1c(C(=O)C2CC2)oc2ccccc12	0.6	.	-7	-5	4	9	-5	-1.3	44
46	O=c1[nH]c(=S)c2c(n1-c1ccccc1)CCC2	1.2	0.87	15	-1	-15	3	-1	0.2	-21
47	O=C(CSc1nnc(-c2cccnc2)n1Cc1ccco1)c1ccccc1	0.8	.	1	7	-5	11	10	.	19
48	CCC(C)C(NC(=O)OC(C)(C)C)C(=O)NC(C(=O)N1CCCC1C(N)=O)C(C)CC (centres undefined)	1	0.08	6	0	-8	-6	-9	-0.83	-3
49	COc1ccc(-c2csc(C)n2)cc1OC	0.8	0.34	-4	3	6	15	-5	1.3	18
50	CCC(C)C(NC(=O)c1ccc(Cl)cc1)C(=O)O (centres undefined)	1	-0.17	.	3	.	-1	27	-0.73	4
51	Cc1cc(C)cc(C(=O)NCCn2cc(SCC(=O)N3CCOCC3)c3ccccc32)c1	1.3	.	1	-2	-1	25	4	1	-32
52	CSc1nc2sc3c(c2c2nnnn12)CCCC3	0.8	-0.25	-4	-1	3	5	6	-0.84	22
53	COc1ccc2nc3oc(C(=O)NCc4cccs4)cc3cc2c1	0.7	-0.01	8	1	-11	2	10	0.45	26
54	CCCOc1cc(C)c(S(=O)(=O)n2ccc(C)n2)cc1C	0.6	1.5	-7	-2	5	29	-20	0.11	37
55	CCOC(=O)c1ccc2ncc(C(=O)OCC)c(NCCCN3CCOCC3)c2c1	0.1	-0.35	8	7	-11	-5	16	1	88*
56	O=C(NCCCN1CCCC1=O)c1cccs1	1	0.39	.	2	.	9	2	.	-2
57	COc1ccc(N2CCN(C(=O)c3ccc4c(=O)n(CC5CCCO5)c(=O)[nH]c4c3)CC2)cc1 (centres undefined)	0.9	0.12	12	0	-14	2	3	0.36	8
58	COc1ccc(CCNC(=O)CSc2nc3ccccc3o2)cc1	0	0.75	-2	-1	3	2	5	-0.36	99*
59	Cc1cc2oc(C(=O)NC3CCS(=O)(=O)C3)c(C)c2cc1C (centres undefined)	0.9	0.43	3	0	-5	8	-8	0.8	12

2 entries from above in another layout:
(38) O=C(Nc1ccccc1C(=O)N1CCOCC1)c1cccnc1
  CYP2C9 activ = 1.2
  PTK2B oligo ant = 0.14
  PTPN22 act = 6
  E coli WT exp = 4
  PTPN22 inh 2 = -2
  PostGolgi ctrl = 12
  PostGolgi yeast = 12
  hDAT+cocaine = 0.072
  CYP2C9 inh = -17

(15) CC(C)C(NS(=O)(=O)c1ccc2c(c1)oc(=O)n2C)C(=O)N1CCN(Cc2ccccc2)CC1 (centres undefined)
  CYP2C9 activ = 0.9
  PTK2B oligo ant = .
  PTPN22 act = -4
  E coli WT exp = -12
  PTPN22 inh 2 = 4
  PostGolgi ctrl = 6
  PostGolgi yeast = -3
  hDAT+cocaine = -1
  CYP2C9 inh = 13
